Source: PubChem (several laboratories)
CRFBP-R2 block: antagonists of CRF-BP/CRF-R2 complex, primary screen, cell-based, HEK293, calcium dye fluorescence, uHTS; CRF-induced calcium fluorescence; inhibition, % at 11.8 µM; 350,000 tested, 0.59% active;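 active = inhibition of the ligand-induced calcium signal above about 50% at the single tested concentration, limit read from the data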
GalR3 antagonist: GalR3 antagonists in HEK293 cells, primary screen, cell-based, fluorescence readout | Galanin receptor type 3 (Homo sapiens), O60755 | HEK293 GalR3-CNG cAMP membrane potential fluorescence; galR3 body fused to GalR1 C-terminus | inhibition, % at 3 µM | 360,000 tested, 0.44% active;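 active = inhibition above the screen-wide average plus 3 SD, cut at about 13% in these data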;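 note: forskolin and galanin both at EC90 stimulate the cells; cAMP rise reported by CNG channel membrane potential dye signal; 0% = forskolin plus galanin with DMSO and 100% = forskolin alone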
pCIP destab: p/CIP-EGFP fusion destabilizers, primary screen, fluorescence, F442A cells. Q05BA5. 16 h. decrease of EGFP signal, % at 10 µM. 290,000 tested, 0.01% active. AID 1984, 2009;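 active = EGFP signal decrease of at least 30% at 10 µM or well 3 SD below plate mean, unless failing retest; inactive = the rest, including hits failing retest or dose response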; note: some compounds called inactive have numbers as strong as hits; many of its hits are not listed in these tables
IMP-1 inhibitor: IMP-1 metallo-beta-lactamase inhibitors, primary screen, biochemical, epi-absorbance readout, Pseudomonas aeruginosa enzyme; metallo-beta-lactamase IMP-1 (Pseudomonas aeruginosa); purified IMP-1, nitrocefin hydrolysis, epi-absorbance fluorescence; inhibition, % at 5.6 µM; 290,000 tested, 0.45% active; AID 1556, 2009;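 active = inhibition above the mean plus 3 SD of all compounds in the same screening run, cut at about 4.5% in these data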;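 note: 0% = IMP-1 with DMSO and 100% = DMSO wells lacking enzyme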
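assay system = purified recombinant IMP-1 metallo-beta-lactamase enzyme | schedule = 15 min preincubation plus 25 min reaction at 25 °C | signal = Epi-absorbance fluorescence, 480 nm excitation, 530 nm emission | read-out basis = percent inhibition from optical density relative to buffer-blank wells | controls = IMP-1 with DMSO as 0%, enzyme-free DMSO as 100%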
UBC9 SUMO inh: inhibitors of in vitro SUMOylation cascade, primary screen, biochemical, HTRF, uHTS; SUMO-conjugating enzyme UBC9 (Homo sapiens), P63279; HTRF SUMOylation assay, SAE1/SAE2 + UBC9; inhibition, % at 35 µM; 290,000 tested, 0.36% active; AID 2006, 2009; in the data active = inhibition above about 50%, passing the limit was not always enough; note: strong numbers were not always called active
IDE cell activ: human IDE activators in live cells, primary screen, fluorescence polarization, HEK cells, FAbeta-B substrate. Insulin-degrading enzyme (Homo sapiens), P14735. FAbeta-B cleavage; 0% vehicle, 100% cell-free pure enzyme wells. activation, % at 5.96 µM. 340,000 tested, 0.073% active;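 active = activation above the mean of all tested compounds plus 3 SD, set per screening campaign, cut at about 17% in these data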
Target sequence (P14735 whole entry, looked up): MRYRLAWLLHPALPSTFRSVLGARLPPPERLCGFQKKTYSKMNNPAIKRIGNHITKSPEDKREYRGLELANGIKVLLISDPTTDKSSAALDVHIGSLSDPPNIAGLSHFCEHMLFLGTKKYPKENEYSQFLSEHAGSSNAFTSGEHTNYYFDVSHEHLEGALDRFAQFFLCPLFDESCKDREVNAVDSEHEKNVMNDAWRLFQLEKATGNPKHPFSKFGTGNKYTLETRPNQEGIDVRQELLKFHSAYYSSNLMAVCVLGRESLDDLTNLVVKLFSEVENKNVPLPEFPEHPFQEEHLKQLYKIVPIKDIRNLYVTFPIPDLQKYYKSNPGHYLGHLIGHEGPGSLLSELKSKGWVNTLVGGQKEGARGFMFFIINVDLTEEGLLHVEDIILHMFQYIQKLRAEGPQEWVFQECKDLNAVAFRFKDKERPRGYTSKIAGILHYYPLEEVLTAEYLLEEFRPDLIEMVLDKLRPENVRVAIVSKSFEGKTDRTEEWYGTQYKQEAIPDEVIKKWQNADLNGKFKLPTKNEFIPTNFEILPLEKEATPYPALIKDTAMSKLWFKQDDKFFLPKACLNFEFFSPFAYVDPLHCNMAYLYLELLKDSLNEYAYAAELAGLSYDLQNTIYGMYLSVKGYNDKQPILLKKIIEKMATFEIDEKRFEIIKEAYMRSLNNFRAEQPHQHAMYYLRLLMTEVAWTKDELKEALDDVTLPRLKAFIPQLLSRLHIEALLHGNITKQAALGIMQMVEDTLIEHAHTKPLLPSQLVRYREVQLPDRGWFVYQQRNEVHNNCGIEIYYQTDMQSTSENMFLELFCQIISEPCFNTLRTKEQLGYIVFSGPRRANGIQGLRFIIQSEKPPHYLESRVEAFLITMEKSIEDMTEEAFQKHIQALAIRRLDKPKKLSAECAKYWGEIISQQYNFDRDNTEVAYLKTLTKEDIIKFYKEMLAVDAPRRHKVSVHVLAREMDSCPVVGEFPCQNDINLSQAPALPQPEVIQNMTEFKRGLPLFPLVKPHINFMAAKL
VIM-2 inhibitor: VIM-2 metallo-beta-lactamase inhibitors, primary screen, biochemical, epi-absorbance readout, Pseudomonas aeruginosa enzyme | inhibition, % at 5.6 µM | purified VIM-2, nitrocefin hydrolysis, epi-absorbance fluorescence | 290,000 tested, 0.89% active;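 active = inhibition above the mean of all tested compounds plus 3 SD, cutoff set per screening run, cut at about 7.5% in these data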;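 note: red hydrolysis product quenches plate fluorescence so inhibitors raise well fluorescence; 0% = enzyme with DMSO and 100% = DMSO without enzyme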
NS3 helicase inh: inhibitors of HCV NS3 helicase, primary screen, biochemical, Cy5 molecular beacon fluorescence; 290,000 tested, 0.56% active; inhibition, % at 10.9 µM; AID 1800, 2009; Hepatitis C virus NS3 helicase; NS3 helicase DNA unwinding;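 active = inhibition above the mean of all tested compounds plus 3 SD, set per campaign, cut at about 35% in these data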;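 note: 0% = DMSO wells and 100% = thioflavine S control wells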
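Control set: DMSO versus 110 µM thioflavine S; Material: NS3 helicase fragment of HCV; Measured by: Cy5 fluorescence at 0 and 60 min, beacon hairpin quenching; Read-out basis: percent inhibition from t60/t0 fluorescence ratio; Times: reaction time 60 min, 25 °C; Repeats: single replicate; Compound dosing: single dose, 10.9 µM nominal final, DMSO 0.8% final.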
IDE cell inh: human IDE inhibitors in live cells, primary screen, fluorescence polarization, HEK cells, FAbetaB substrate; FAbetaB cleavage; 320,000 tested, 0.41% active; Insulin-degrading enzyme (Homo sapiens), P14735; inhibition, % at 5.59 µM; AID 434962, 2010;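 active = percent inhibition above the average of all tested compounds plus 3 SD, set per screening campaign, cut at about 16% in these data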;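 note: IDE supplied by intact live HEK cells; FP after avidin binding of uncleaved biotin substrate so inhibition keeps polarization high; 0% = DMSO wells and 100% = 60 µM reference IDE inhibitor Ii1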
Numbers without * were called inactive; . = not tested or not shown.

Sample of the layout, six compounds:
VIM-2 inhibitor	pCIP destab	IDE cell inh	SMILES	UBC9 SUMO inh	NS3 helicase inh	IMP-1 inhibitor	GalR3 antagonist	CRFBP-R2 block	IDE cell activ
-4.9	-18	.	Cc1ccc(N/C(C(Cl)=C(Cl)Cl)=C(/Cl)[N+](=O)[O-])c(C)c1	12	-2	-0.8	-3	-31	-3
-4.5	10	-2	Cc1cc(C)n2nc(C(=O)Nc3cccnc3)nc2n1	-4	-2	0.7	3	1	4
-2.1	-3	-1	Cc1ccc2c(c1C)OC(=O)CC2c1ccccc1 (stereo unspecified)	1	-7	-0.1	-8	3	-1
.	.	1	COc1ccc(-c2oc(=O)c3cc(OC)c(OC)cc3c2C(F)(F)F)cc1	.	.	.	-2	2	1
0.9	12	1	CCOc1ccc(S(=O)(=O)N/N=C(\C)c2ccc(Cl)c(Cl)c2Cl)cc1	-11	-3	-2.0	-2	20	2
-1.8	1	5	CC(=O)Nc1ccc(S(=O)(=O)NNC(=O)c2cc3c4ccccc4n(C)c3s2)cc1	14	0	-1.2	1	-9	3

The list itself, repeating the preview:
VIM-2 inhibitor	pCIP destab	IDE cell inh	SMILES	UBC9 SUMO inh	NS3 helicase inh	IMP-1 inhibitor	GalR3 antagonist	CRFBP-R2 block	IDE cell activ
-4.9	-18	.	Cc1ccc(N/C(C(Cl)=C(Cl)Cl)=C(/Cl)[N+](=O)[O-])c(C)c1	12	-2	-0.8	-3	-31	-3
-4.5	10	-2	Cc1cc(C)n2nc(C(=O)Nc3cccnc3)nc2n1	-4	-2	0.7	3	1	4
-2.1	-3	-1	Cc1ccc2c(c1C)OC(=O)CC2c1ccccc1 (stereo unspecified)	1	-7	-0.1	-8	3	-1
.	.	1	COc1ccc(-c2oc(=O)c3cc(OC)c(OC)cc3c2C(F)(F)F)cc1	.	.	.	-2	2	1
0.9	12	1	CCOc1ccc(S(=O)(=O)N/N=C(\C)c2ccc(Cl)c(Cl)c2Cl)cc1	-11	-3	-2.0	-2	20	2
-1.8	1	5	CC(=O)Nc1ccc(S(=O)(=O)NNC(=O)c2cc3c4ccccc4n(C)c3s2)cc1	14	0	-1.2	1	-9	3
-3.6	4	1	CC(C)N1CCN(Cc2cccn2-c2cccnc2)CC1CCO (stereo unspecified)	14	-7	1.5	-2	-6	0
-2.2	-2	4	CCCCc1nnc(NC(=O)C2=COCCO2)s1	-1	-5	-3.2	-2	-5	-5
-0.7	13	1	Cc1cnc(NC(=O)CSc2nnc(-c3cccs3)n2C)s1	13	2	-3.2	-2	1	4
-3.4	1	6	COc1cc(C(=S)N2CCN(c3ccccc3Cl)CC2)cc(O)c1O	-20	-1	-3.5	0	-23	-11
.	7	7	Cn1c(NC(=O)CC2CCCCC2)cc(=O)n(C)c1=O	-24	.	.	0	-6	3
-2.4	-9	5	N#Cc1c(NCCO)nc(NCc2ccccc2)c2c1CCN(Cc1ccccc1)C2	39	9	-4.9	.	5	.
-2.9	-11	6	CC1(C)Cn2c(nc(=O)c3c2NCN(CCc2ccccc2)C3)S1	-2	27	-2.9	.	.	-3
1.8	0	9	CCNc1c([N+](=O)[O-])c(=O)n(CC)c2ccccc12	3	2	-1.7	-6	-3	.
-4.0	-2	5	N#CC(c1ccccc1)c1cccc(Cl)n1 (stereo unspecified)	-4	3	-2.4	-4	11	.
0.4	-2	3	Cc1ccc(-c2cc(C(=O)NCCCn3ccnc3)c3cc(Br)ccc3n2)o1	-15	-20	0.1	.	15	3
-1.7	-13	4	Brc1ccccc1CN1CCC(N2CCCCC2)CC1	24	-8	-1.0	-5	14	4
-1.8	8	-2	Cc1cccc(CN2CCCC(C(=O)N3CCc4ccccc4C3)C2)c1 (stereo unspecified)	6	2	-1.8	-5	-42	2
0.3	6	5	Cc1nn(CC(=O)Nc2c(F)c(F)cc(F)c2F)c(=O)c2cccn12	10	-3	-1.7	-1	2	4
.	.	3	O=C(Cc1ccc([N+](=O)[O-])cc1)Nc1cccc(C(=O)N2CCCCC2)c1	.	.	.	-4	4	3
0.1	-4	-4	Cc1cc(C)c(C#N)c(=N)o1	24	0	0.0	0	-4	-5
-2.0	-19	2	Cc1cccc(C)c1NC(=O)CSC(=S)N1CCCC1	0	0	-3.1	-4	14	0
-6.7	-4	5	CCOc1ccc(CCNC(=O)CSc2n[nH]c(N)n2)cc1OCC	0	9	-3.6	-1	-4	1
-1.9	-6	0	CCOC(=O)N1CCC(N2CCN(S(=O)(=O)c3ccc(C)cc3)CC2)CC1	7	-5	-0.7	-6	2	6
-2.0	-12	-1	O=C(N/N=C/c1ccc(O)cc1)c1cc(C2CC2)[nH]n1	6	0	-4.5	-1	5	6
-1.1	-7	2	COc1ccc(Cl)cc1NC(=O)C1Cc2cc(S(=O)(=O)N3CCCC3)ccc2N1C(C)=O (stereo unspecified)	0	-7	-1.8	-8	0	5
-0.8	-7	4	COC(=O)CCSCC(=O)Nc1ccc(C)c(S(=O)(=O)N2CCCCC2)c1	8	2	-1.5	5	3	-4
7.6	-10	-3	COC(=O)c1cc(OC)c(OC)cc1NC(=O)c1csc(C)c1	3	-2	-2.5	0	8	8
-4.1	2	5	COc1ccc(-c2cnnc(N/N=C/c3ccc(C)o3)n2)cc1	25	2	-2.9	-3	-2	-3
0.3	10	3	CN(Cc1ccccc1)C(=O)c1ccc(NC2=NC3CS(=O)(=O)CC3S2)cc1 (stereo unspecified)	38	10	0.3	.	-32	-10
.	.	-4	CCOC(=O)c1ccc(NC(=S)Nc2ccc(Br)cc2N)cc1	.	.	.	2	7	-1
.	.	1	O=C(CSc1ncccn1)Nc1cccc(S(=O)(=O)N2CCOCC2)c1	.	.	.	-1	9	-3
-3.9	8	-7	COc1ccc(C/C(C)=N/NS(=O)(=O)c2ccc(Br)cc2)cc1	0	-1	-2.1	-1	-16	3
-2.4	-9	-3	CCOCc1nnc(NC(=O)c2cc(OC)c(OC)cc2[N+](=O)[O-])s1	6	-13	-0.2	0	-11	7
0.9	-1	-3	Cc1ccc(C(=O)N2CCN(c3ccccc3)CC2)cc1C	-9	-1	-1.1	-7	-4	-6
-1.9	-8	5	COCCNC(=O)CN(Cc1ccc(OC)cc1)C(=O)CCC(=O)Nc1nccs1	-11	16	-1.3	-7	-7	3

Sorted by the number under IDE cell activ (low to high): some entries from above
VIM-2 inhibitor	pCIP destab	IDE cell inh	SMILES	UBC9 SUMO inh	NS3 helicase inh	IMP-1 inhibitor	GalR3 antagonist	CRFBP-R2 block	IDE cell activ
.	.	1	O=C(CSc1ncccn1)Nc1cccc(S(=O)(=O)N2CCOCC2)c1	.	.	.	-1	9	-3
.	.	-4	CCOC(=O)c1ccc(NC(=S)Nc2ccc(Br)cc2N)cc1	.	.	.	2	7	-1
-2.0	-12	-1	O=C(N/N=C/c1ccc(O)cc1)c1cc(C2CC2)[nH]n1	6	0	-4.5	-1	5	6

Remaining list, next part
VIM-2 inhibitor	pCIP destab	IDE cell inh	SMILES	UBC9 SUMO inh	NS3 helicase inh	IMP-1 inhibitor	GalR3 antagonist	CRFBP-R2 block	IDE cell activ
-2.9	4	-3	COc1ccc(C)cc1NC(=O)NC1CCCc2ccccc21 (stereo unspecified)	3	-1	-1.3	1	15	-3
-2.6	4	3	CCO[C@H]1OC(C(=O)O)=C[C@@H](c2csc3ccccc23)[C@@H]1CCCO	3	-1	-3.0	-7	-2	-2
-0.4	1	1	C=CCC1(/C=N/O)CCOC(C)(C)C1 (stereo unspecified)	11	0	-0.1	-4	-8	10
-1.3	9	2	CCN1N=C(c2ccccc2)Cn2c1nc1ccccc12	9	4	-5.7	1	-25	-8
-1.3	-7	-1	N#CC(c1ccc(Cl)cc1)c1ncc(C(F)(F)F)cc1Cl (stereo unspecified)	-28	4	-2.4	-4	16	5
-2.9	3	6	O=C(NCCC1=CCCCC1)c1ccc(Cl)cc1	-6	3	-2.4	.	.	.
-2.5	6	4	O=C(COc1ccc(Cl)cc1Br)NC(=O)NCc1ccccc1	-4	0	-2.2	-6	-84	3
-4.0	-2	0	O=C(Nc1cc(Cl)ccc1Cl)C1CC(=O)N(c2ccc(Br)cc2)C1 (stereo unspecified)	27	-1	-3.6	-3	-34	3
-4.2	-17	1	O=S(=O)(Nc1ccc(N2CCOCC2)cc1)c1cccs1	14	3	-8.0	-2	2	4
-3.1	-8	-2	COc1ccc(Oc2c(O)c3ccccc3n(C)c2=O)cc1	0	9	-1.7	-5	-6	0
.	.	10	CCN(CC(=O)Nc1c(F)cccc1F)C(=O)c1ccc(N2CCOCC2)c([N+](=O)[O-])c1	.	.	.	-4	11	1
-3.5	-17	3	CC1(C)OC(=CC=Nc2ccc(Cl)cc2)OC1(C)C	5	19	-3.3	0	-10	-2
.	.	6	Cc1c(C(=O)N2CCCCC2)oc2ccccc12	.	.	.	-6	2	-2
-2.7	0	21*	CCCCOc1ncnc2c1[nH]c1ccc(OC)cc12	9	5	-2.5	-5	1	.
-1.9	-7	2	CS(=O)(=O)N(CC(=O)Nc1ccc2c(c1)OCCO2)c1ccc2c(c1)OCO2	24	4	-1.9	2	6	4
-3.6	9	-3	CCn1nc(C)cc1C(=O)N1CCCC(C(=O)c2cccc(OC)c2)C1 (stereo unspecified)	-4	3	-2.9	-3	-16	6
-1.7	9	4	COc1cc(C(C(=O)NC2CCCC2)N(C(=O)Cc2cccs2)C2CC2)cc(OC)c1OC (stereo unspecified)	12	11	0.0	1	-6	-2
.	.	-1	NC(=O)c1ccsc1NC(=O)COC(=O)c1ccc(Cl)cc1	.	.	.	-5	-15	0
3.2	8	2	C=CCc1c(C)nc(SCc2ccccc2)[nH]c1=O	4	-6	-0.6	-4	-7	1
-2.1	-1	7	CC(C)c1ccc(S(=O)(=O)N2CCN(C(C)C(=O)Nc3ccccc3-c3ccccc3)CC2)cc1 (stereo unspecified)	-2	2	-1.3	2	-21	-2
-1.2	0	3	Cn1cc(CNC(=O)CC2C(=O)NCCN2CC(C)(C)C)cn1 (stereo unspecified)	8	13	-2.2	-2	6	10
-3.2	-7	4	COc1cc(C(C(=O)NC2CCCC2)N(C(=O)c2snc(C(N)=O)c2N)c2ccccc2)cc(OC)c1OC (stereo unspecified)	25	-14	-3.3	-6	4	0
